TROY signal inh: blocks TROY-dependent signaling in reporter cells; Q293 LMP1-TROYcd NF-kB luciferase reporter, 4 h; inhibition, % at 10 µM; 360,000 compounds, 0.98% hits;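 active = compounds whose plate-normalised and pattern-corrected inhibition of the luciferase reporter signal at the single screening dose is 50% or more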
TRAIL sens C8: sensitizes caspase-8 expressing cells to TRAIL; inhibition (viability loss, TRAIL sensitization), % at 10 µM; 360,000 compounds, 1% hits; NB7+C8 cells + TRAIL, ATPlite viability luminescence;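 active = compounds causing at least 50% loss of cell viability in the single-dose screen, relative to plate controls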
Shn3 inh set2: Schnurri-3 reporter inhibition in Clone20 osteoblasts; Clone20 osteoblast Shn3 3'UTR firefly luciferase, 24 h; inhibition, % at 12.5 µM; 360,000 compounds, 0.52% hits; AID 588674;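 active = mean inhibition of at least 75% with every replicate also reaching 75%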;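 note: 0% = median of neutral control wells and 100% = pilot-screen positive control compound; some compounds past the cut are filed as inactive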
LRH-1 inv ag: NR5A2 inverse agonism in reporter assay | O00482 | HEK293T StAR-luciferase reporter, LRH-1 transfected, 24 h | inhibition, % at 3.6 µM | AID 602396 | 360,000 compounds, 0.13% hits;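 active = inhibition above the mean inhibition of all tested compounds plus 3 SD, cut at about 73% in these data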;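 note: 0% = DMSO wells and 100% = reporter-only cells lacking LRH-1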
NCOA1 inh: inhibitors of human steroid receptor coactivator 1 (SRC1); Q15788; HEK293 GAL4-SRC1 luciferase reporter, luminescence; inhibition, % at 3.6 µM; 360,000 compounds, 0.12% hits; AID 588354;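 active = inhibition above the campaign mean plus 3 SD, with each screening campaign given its own cutoff, cut at about 60% in these data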;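 note: 0% = DMSO treated cells and 100% = gossypol at 36 µM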
EBV LMP1 NFkB: reduces LMP1-driven NF-kappaB luciferase signal; 350,000 compounds, 0.69% hits; inhibition, % at 12.5 µM; LMP1-induced NF-kappaB luciferase reporter cells, luminescence; in the data active = inhibition above about 41%;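 note: 0% = neutral control wells and 100% = reference inhibitor control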
NCOA3 inh: inhibits human SRC3 coactivator; HEK293 GAL4-SRC3 luciferase reporter, luminescence; inhibition, % at 3.6 µM; AID 588352; Q9Y6Q9; 360,000 compounds, 0.17% hits;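 active = inhibition above a per-campaign cutoff, the mean of all compounds plus 3 SD, cut at about 60% in these data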;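 note: 0% = DMSO-treated cells and 100% = gossypol-treated cells at 36 µM; higher means less SRC3-driven luciferase light from the GAL4 reporter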
CF NFkB inh: cystic fibrosis NF-kB activation inhibition. KKLEB NF-kB-GFP reporter, PAF-induced, GFP fluorescence overnight. inhibition, % at 5 µM. 360,000 compounds, 0.86% hits. AID 588850;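 active = at least 50% inhibition at 5 µM, scaled per plate between neutral and stimulator controls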;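 note: PAF is a Pseudomonas aeruginosa culture filtrate used as stimulus; plate controls were PAF-stimulated DMSO wells for no effect and unstimulated DMSO wells for full effect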
KKLEB tox: counter-screen for CF NF-kB inhibitors: cytotoxicity; 360,000 compounds, 0.36% hits; KKLEB CF airway cells viability, ATPlite luminescence, overnight; active compounds read low; cells stimulated with P. aeruginosa culture filtrate; AID 602141; activity change (cytotoxicity), % at 5 µM;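 active = corrected activity change at or below -50% at 5 µM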
NR2F2 inh: inhibitors of human COUP-TFII (NR2F2); P24468; HEK293T NGFI-A luciferase reporter, luminescence; inhibition, % at 8.6 µM; 370,000 compounds, 0.7% hits; AID 686940;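 active = inhibition above a per-plate cutoff, mean inhibition of test wells between control levels plus 3 SD, cut at about 38% in these data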;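 note: cells cotransfected with COUP-TFII expression vector driving the NGFI-A reporter; 0% = median of COUP-TF2 test wells and 100% = reporter-only cells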
TWEAK Fn14 block: inhibitors of TWEAK-Fn14 interaction signaling | inhibition, % at 10 µM | TWEAK-stimulated Fn14 reporter cells, luciferase luminescence, 8 h | 360,000 compounds, 2% hits; in the data active = inhibition above about 50%
Numbers without * were called inactive; / = no result given.

SMILES	TROY signal inh	TRAIL sens C8	Shn3 inh set2	LRH-1 inv ag	NCOA1 inh	EBV LMP1 NFkB	NCOA3 inh	CF NFkB inh	KKLEB tox	NR2F2 inh	TWEAK Fn14 block
Cc1ccc(F)cc1CNC(=O)c1cc(COc2ccc3ncccc3c2)on1	46	15	84	-4	1	10	15	30	-27	41*	75*
COc1ccc(CC(=O)NNS(=O)(=O)c2ccc([N+](=O)[O-])cc2)cc1OC	4	-29	-14	20	0	-11	1	7	-18	-14	2
Cc1c(NC(=O)CCCCCN2C(=O)C3C4C=CC(C4)C3C2=O)c(=O)n(-c2ccccc2)n1C (stereo not drawn)	7	-5	10	8	0	6	-16	-10	-7	1	5
Cn1cnc(C(=O)N2CCc3ccccc3C2)c1C(=O)N1CCc2ccccc2C1	-8	-1	13	-11	-48	1	-1	-34	9	-4	-7
COc1ccc(C(=O)NNC(=O)c2cccc(S(=O)(=O)N3CCOCC3)c2)cc1	5	-13	96*	-24	-25	-2	1	-4	12	-13	-8
COc1ccc(CNC(=O)C(c2ccco2)N(C(=O)c2snc(C(N)=O)c2N)c2ccccc2OC)cc1 (stereo not drawn)	-18	-1	-10	2	-36	-4	-17	-4	7	-1	17
COc1cc(/C=C2\CC/C(=C\c3cc(OC)c(OC)c(OC)c3)C2=O)cc(OC)c1OC	50	12	24	-1	-8	4	25	-30	-4	0	38
COc1ccc(OC)c(C(C)NS(=O)(=O)c2cccs2)c1 (stereo not drawn)	-3	2	-6	-4	4	2	-9	4	9	-9	-3
COc1ccc(NC(=O)CS(=O)(=O)c2cn(CC(=O)N3CCOCC3)c3ccccc23)cc1OC	-6	1	4	7	-7	6	-18	-24	4	-8	-11
C[C@H]1CCC/C=C/[C@@H]2C[C@H](O)C[C@H]2[C@H](O)[C@H](S(=O)c2ccc(O)cc2)CC(=O)O1 (stereo partly drawn)	-33	33	87*	79*	2	-60	63*	66*	-44	51*	38
CCOCCCNC(=O)C(c1ccc(OC)cc1)N(Cc1ccc2c(c1)OCO2)C(=O)c1ccccc1O (stereo not drawn)	9	3	12	4	0	0	-7	1	5	-3	-4
C=CCN(CC=C)CCCOc1ccc(Br)cc1Cl	-25	3	-31	-6	-4	-3	-16	7	14	17	-3
CCSc1nc2c([nH]1)c(=O)n(C)c(=S)n2C	-6	5	-16	7	-1	-3	-9	-13	16	5	8
COc1ccc(CN(CCCN2CCOCC2)S(=O)(=O)N(C)C)cc1OC	9	7	-3	4	0	-3	-9	-8	3	2	-11
Cc1cccc2[nH]c(SCC(=O)N3CCOCC3)nc12	-1	-2	-22	-40	-11	-1	-4	10	1	-12	-19
COc1ccc(Cn2c(O)c(C=Nc3ccc(OC)cc3)c3ccccc3c2=O)cc1	13	5	25	0	1	7	3	-2	-2	8	12
CCC(C)c1ccccc1OCCCCN1CCCC1 (stereo not drawn)	-1	20	16	-12	6	-2	12	-4	6	-2	-16
CCCCN(C(=O)c1ccc(NC(=O)C(C)C)cc1)c1ccccc1	-14	1	-7	-22	-13	-1	5	-13	-10	3	-3
COc1cc(OC)c(S(=O)(=O)N2CCN(C(=O)c3ccccc3F)CC2)cc1NC(C)=O	15	-23	-12	-8	-7	-16	7	-20	5	-16	11
Nc1nonc1-n1nnc(C(=O)N/N=C/c2cccs2)c1CSc1ccccc1	13	7	4	-7	-3	-6	3	-4	1	-10	11
COc1ccc(-c2[nH]ncc2CN(C)Cc2cc(C)[nH]n2)c(F)c1	-7	-3	6	0	3	4	-6	-16	10	6	-16
Cc1ccc(S(=O)(=O)/N=C(/Nc2nc(C)cs2)c2ccccc2)cc1	-6	11	11	3	-16	-4	-3	20	1	-12	4
CC(=O)c1cccc(S(=O)(=O)N2CCC(C(=O)Nc3cccc(C(=O)NC4CC4)c3)CC2)c1	62*	19	-24	13	-11	-6	-13	0	0	-10	-17
COC(=O)c1nn(-c2ccc(Cl)cc2)c(=O)cc1Sc1ccccn1	-13	2	7	-4	-24	2	4	-1	-1	5	8
O=C1C=CC(=O)N1c1ccc2ccccc2c1	2	-22	37	-25	-17	-3	-6	-6	16	-19	15
(listing goes on)
SMILES	TROY signal inh	TRAIL sens C8	Shn3 inh set2	LRH-1 inv ag	NCOA1 inh	EBV LMP1 NFkB	NCOA3 inh	CF NFkB inh	KKLEB tox	NR2F2 inh	TWEAK Fn14 block
Cc1ccc(NC(=O)COC(=O)CN2C(=O)NC3(CCCC3)C2=O)cc1Cl	-7	1	2	-3	-10	-6	18	4	-4	-2	-10
CC(C)OC(=O)Cn1c(=O)oc2ccccc21	3	1	2	4	-7	-5	3	-2	-1	/	-24
Cc1cccnc1C(NC(=O)C1CCN(CCOc2ccc(Cl)cc2Cl)CC1)c1ccc(Cl)cc1 (stereo not drawn)	4	5	9	-14	3	/	7	16	-19	11	-12
Cc1cc(C)c(S(=O)(=O)N2CCN(C(=O)c3ccc(-n4cncn4)c([N+](=O)[O-])c3)CC2)c(C)c1	-5	3	17	12	-24	6	13	-4	4	7	-7
Cc1cc(C)cc(OC(=O)CCN2C(=O)C3C4C=CC(C5CC45)C3C2=O)c1 (stereo not drawn)	21	-3	9	5	4	-33	1	-2	5	-3	8
CCC(=O)Nc1nnc(S(=O)(=O)N2c3ccccc3CC2C)s1 (stereo not drawn)	-5	-11	-2	30	-6	2	13	-1	0	-26	-4
O=C(O)CCC(=O)N1CCCC1	11	-3	2	-25	0	-5	4	-3	1	3	-18
CC(=O)/C(=C(/O)c1ccccc1)c1nc2ccccc2[nH]1	-2	4	-23	-14	0	9	-3	5	-5	16	-4
COc1ccccc1CC(NC(C)=O)C(=O)NC1CCN(C(=O)c2cccc(Cl)c2)CC1 (stereo not drawn)	-12	3	-5	-5	-6	-9	-11	16	-3	1	13
O=C(Cc1ccccc1F)NNC(=O)c1ccncc1	22	-1	-21	16	11	-5	13	12	-5	-15	12
Cc1ccc(C(=O)NCC(c2ccco2)N2CCc3ccccc32)cc1C (stereo not drawn)	7	6	17	-9	2	2	-10	12	-14	6	20
Cc1ccc(-c2ncns2)cc1	-4	-19	9	-5	-2	5	14	-3	-2	18	4
CC(=O)Cc1cc(O)c2ccccc2c1OC(=O)c1ccccc1	24	3	-5	20	-3	2	-2	18	-9	-6	25
O=c1c(C=NCc2ccccc2)c(NCc2ccccc2)nc2ccccn12	-7	-8	3	-16	-4	6	-5	-14	0	-20	-34
Cc1cccc(C)c1OCC(=O)Nc1ncn[nH]1	-3	-2	-7	2	0	-4	12	3	1	-11	4
O=C(O)COc1ccc(C=C2SC(=S)N(c3ccccc3)C2=O)cc1	-12	-5	20	-13	-8	-3	-26	-4	2	3	41
CC1C(=O)Nc2ccc(S(=O)(=O)N3CCN(c4cccc(C(F)(F)F)c4)CC3)cc2NC1=O (stereo not drawn)	11	21	29	15	5	-20	18	3	7	-2	13
Cc1ccc(NC(=O)CSc2nc(-c3ccco3)cc(C(F)(F)F)n2)cc1C	22	11	-48	6	-8	11	15	21	-12	-3	25
O=C(NNC(=O)C1CCN(C(=O)Nc2ccccc2)CC1)c1ccc(F)cc1	-6	-23	-11	1	-14	-3	14	-5	-5	-3	-4
COC(=O)c1ccc(Cl)c(NC(=O)CN(c2ccc(OC)c(OC)c2)S(C)(=O)=O)c1	3	-10	-12	15	2	-8	20	-1	6	7	0
CCOC(=O)c1cc(NC(=O)Nc2cc(C)ccn2)c(C)nc1C	14	-8	-21	-4	-2	7	12	-14	-10	1	12
O=C(OCN1C(=O)c2ccccc2C1=O)c1ccc(Cl)nc1	11	3	2	5	3	10	2	-12	9	16	42
COc1ccc(C2C3C(C)=NN=C3CC(C)(O)C2C(C)=O)cc1 (stereo not drawn)	8	23	-27	-29	-22	11	15	-9	-8	14	-19
COc1ccc(Br)cc1C1Nc2cccc3cccc(c23)N1	-13	-11	4	6	-13	4	-18	-4	6	12	11
O=C(CN1C(=O)C2C3C=CC(C3)C2C1=O)Nc1nc2ccccc2[nH]1 (stereo not drawn)	/	-26	-13	-32	-18	1	-23	0	1	15	73*
Other records follow:
SMILES	TROY signal inh	TRAIL sens C8	Shn3 inh set2	LRH-1 inv ag	NCOA1 inh	EBV LMP1 NFkB	NCOA3 inh	CF NFkB inh	KKLEB tox	NR2F2 inh	TWEAK Fn14 block
Cc1nc(NC(=O)COC(=O)C(NC(=O)c2ccco2)C(C)C)c(Cl)cc1Cl (stereo not drawn)	-1	-1	6	16	8	1	6	5	9	18	3
COc1ccc(NC(=O)CN(C)C(=O)c2ccc(OCc3ccccc3)c(OC)c2)cc1	-31	-16	-17	-15	9	-4	2	6	-3	-3	14
Cc1ccc(S(=O)(=O)Cc2ccc(C(=O)N3CCC(C(N)=O)CC3)o2)cc1	10	-3	-13	6	-8	-1	-2	17	13	-5	12
c1ccc(Cc2ccc(OCCn3cncn3)cc2)cc1	-25	-5	6	14	2	-15	4	4	2	-7	7
CCC1NC(=O)c2cccnc2-n2c1nc1ccc(OC)cc1c2=O (stereo not drawn)	-1	-6	-13	-1	-16	-3	-14	-9	1	-1	-15
COc1cc([N+](=O)[O-])cc(CN2CCCCC2)c1O	-19	0	-21	25	2	1	-38	-18	7	16	15
CCC(C)N1CC(C(=O)O)CC1=O (stereo not drawn)	5	10	-7	7	-1	-11	4	5	2	1	-1
COc1ccc(CCNC(=S)N2CCC(Cc3ccccc3)CC2)cc1OC	22	2	22	-5	5	12	8	-2	-8	6	28
CC1(c2ccncc2)Nc2ccccc2-c2nc3ccccc3n21 (stereo not drawn)	-83	-2	3	-105	-65	-19	-25	-4	6	-57	-6
Cc1cc(NC(=O)Nc2cc(Cl)sc2Cl)no1	-18	-1	-23	-16	-32	2	-14	-8	9	7	3
CN(C)C(=O)c1ccc2c(c1[N+](=O)[O-])C(=O)c1ccccc1C2=O	-34	14	1	-30	-56	-14	-44	19	-4	-7	11
Fc1ccc(NC(=S)N2CCc3ccccc32)cc1	-49	3	37	-9	-9	-16	-5	0	1	6	-19
O=C(O)c1ccccc1C(=O)Nc1ccc(Nc2ccc([N+](=O)[O-])cc2[N+](=O)[O-])cc1	-17	-19	-11	14	-9	3	-8	-3	0	-21	-6
N#CCCN(C(=O)COC(=O)Cc1ccc(Br)cc1)c1ccccc1	6	-7	3	1	8	-6	23	-16	9	0	1
COc1ccc(-c2cc(C(F)(F)F)nc(SCC(N)=O)n2)cc1	3	-33	4	-16	16	3	4	-4	5	2	-2
COc1ccc(-c2nc(-c3cccc(C)c3)no2)cc1OC	-80	5	-69	-34	-65	-38	-90	-11	13	/	-9
CCN(CC)CCCn1c(C)cc2c(c1=O)C(c1ccc(OC)c(OC)c1OC)C(C#N)=C(N)O2 (stereo not drawn)	-9	-11	7	13	-23	-6	4	6	9	-21	-15
O=C(NC1CCCCC1)N1CCN(C(c2ccccc2)c2ccccc2)CC1	-6	13	7	0	16	-5	20	3	1	-7	18

Screening data as filed in PubChem.

This is a subset (hit frequency here may not be typical).
